# Insulin prom up: insulin promoter activators in MIN6 cells, imaging, high-content screening, mouse beta cells | MIN6 insulin promoter-GFP reporter; active compounds read high | z-score at 5 µM | hit rate 0.3% among 190,000 | AID 1625, 2009;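 active = z-score above 3 at 5 µM with at least 500 cells counted in the well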
# bCat nuc transl: modulators of beta-catenin nuclear translocation, primary screen, imaging, HeLa cells, immunofluorescence, high-content. nuclear translocation activity, % at 5 µM. hit rate 0.3% among 190,000. AID 1665, 2009;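 active = nuclear translocation activity above 50% at 5 µM, with a well cell count of 50 or more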;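 note: per-cell ratio of nuclear to cytoplasmic median beta-catenin stain intensity; plate controls were DMSO negative control for no effect and GSK-3 inhibitor IX positive control for full effect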
#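 assay system = human HeLa cells, endogenous beta-catenin | times = compound treatment 24 h, 37°C, 5% CO2 | detection = Anti-beta-catenin immunofluorescence on PFA-fixed, Triton-permeabilized cells, DAPI nuclei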
# Lipid droplet: inhibitors of hepatocyte lipid droplet formation, primary screen, imaging, high-throughput imaging, BODIPY stain | AML12 mouse hepatocytes, oleate lipid droplets | inhibition, % at 6.5 µM | hit rate 0.4% among 240,000 | AID 1656, 2009;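 active = lipid droplet intensity inhibited by at least 50%, with more than 500 cells counted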
#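 Assay system: AML12 mouse liver cells | Compound dosing: One dose, 6.5 µM compound | Read-out basis: Droplet intensity reduction, % inhibition | Measured by: Fluorescence imaging, 20x objective, two fields per well | Schedule: Overnight treatment with compound plus oleate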
# Autophagy mod: autophagy modulators in MEF cells, primary screen, imaging, high-content, MEF GFP-LC3; calls only at 10 µM (by protocol); hit rate 0.98% among 190,000; MEF GFP-LC3 puncta imaging; test concentration mostly 10 µM;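 active = percentage of spot-positive cells more than 3 SD above its plate mean, without a fluorescence outlier flag or 80% toxicity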;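 note: spot-positive cell cutoff set from DMSO-treated cells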
# PMI inhibitors: inhibitors of human PMI, primary screen, biochemical, fluorescence intensity, coupled assay (AID 1209); Mannose-6-phosphate isomerase (Homo sapiens); purified PMI enzyme, coupled fluorescence intensity; higher % means a stronger effect; inhibition, % at 20 µM, or IC50 in µM where a hit was titrated; hit rate 0.42% among 190,000;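 note: plate controls were DMSO vehicle for no effect and wells lacking substrate for full effect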
# T cell HTS: modulators of CD8 T cell-vesicle binding, primary screen, mouse 2C CD8+ T cells, flow cytometry. 2C CD8+ T cell-vesicle binding; active compounds read low. calls only at 7 µM. hit rate 0.068% among 330,000. AID 2052, 2009;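 active = response, share of CD8 T cells binding vesicles, and their 90th percentile fluorescence all below set limits, cut at about 80% in these data, passing the limit was not always enough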
#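 Also added: QL9-peptide-loaded Drosophila micro-vesicles bearing Ld, ICAM-1 and B7-1; Test system: purified 2C TCR transgenic mouse naive CD8+ T cells; Measured by: cytometric PE anti-B7-1 and Alexa647 anti-CD8 signals after 1% paraformaldehyde fixation; Timing: binding step 1.5 h, 37 °C, antibody labelling 20 min, ice.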
# MT stabilize HCS: microtubule stabilizers in HeLa cells, primary screen, imaging, high-content imaging. HeLa tubulin immunostaining HCS, 24 h; share of cells brighter than vehicle mean+2SD. % tubulin-high responders, % at 10 µM. hit rate 0.83% among 200,000. AID 2205, 2009;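 active = plate Z-score above 3 for both tubulin-high and condensed-nucleus cell shares, with cell loss under 80%, at 10 µM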;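 note: anti alpha tubulin signal scored within the nucleus-defined area of each cell; some results filed as inactive read as strong as hits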
# PMI inhibition: human PMI inhibitors, high substrate, primary screen, biochemical, fluorescence intensity, high mannose 6-phosphate (AID 1220); Mannose-6-phosphate isomerase (Homo sapiens); recombinant PMI enzyme, coupled fluorescence intensity; higher % means a stronger effect; inhibition, % at 20 µM; hits with a dose series show IC50 in µM; hit rate 0.66% among 190,000
# TNAP activation fold: human TNAP enzyme activators, primary screen, biochemical, luminescent, no phosphate acceptor, uHTS (AID 1001); Alkaline phosphatase, tissue-nonspecific isozyme (Homo sapiens); activation fold at 20 µM, or EC50 in µM where a hit was titrated; hit rate 0.03% among 200,000; purified TNAP, luminescent activation assay, no phosphate acceptor; higher activation fold means a stronger effect; in the data active = activation fold from about 3, or a potency from the dose series; inactive = the rest, 99 in 100 with activation fold below about 1.6; note: many of its hits are not listed in these tables
# Insulin prom up cell count: second read-out of Insulin prom up, no call of its own (marks repeat the call); cell count; measured here: cytotoxicity, nuclei count;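 total cells summed across four imaged fields per well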
# Lipid droplet cells 6.5 µM: second read-out of Lipid droplet, no call of its own (marks repeat the call); cell count; measured here: cell count, cytotoxicity flag;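 cells counted across two imaged fields per well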
# bCat nuc transl cell count 5 µM: recorded beside bCat nuc transl, whose call it bears; cell count; measured here: cell count, cytotoxicity flag
# T cell HTS vesicle-bound %: recorded beside T cell HTS, whose call it bears; double positive events, %; measured here: CD8+ vesicle-bound cell fraction;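 binding gate set so that unloaded-vesicle control wells show 10% double positive cells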
# MT stabilize HCS Hoechst-high %: second read-out of MT stabilize HCS, no call of its own (marks repeat the call); % Hoechst-high responders; measured here: nuclear condensation Hoechst responders;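 share of cells brighter than vehicle mean plus two SD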
# MT stabilize HCS cytotoxicity %: second read-out of MT stabilize HCS, no call of its own (marks repeat the call); toxicity, %; measured here: cytotoxicity by cell density;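 0% = mean cell density of plate MIN control wells and 100% = no cells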
# Autophagy mod cell loss 18 h: further read-out of Autophagy mod, marked with its call; toxicity, %; measured here: cell loss, nuclei count;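 cell loss after 18 h compound exposure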
# * = called active by the depositor; i = inactive; · = no result given. Cut-off read from the data, not from the text of the source, unless noted: active = inhibition above about 50%; inactive = the rest. Outcome played no part in choosing rows; overall some 2.9% were active at least once.
no.	Molecule	Insulin prom up	Insulin prom up cell count	bCat nuc transl	bCat nuc transl cell count 5 µM	Lipid droplet	Lipid droplet cells 6.5 µM	Autophagy mod	Autophagy mod cell loss 18 h
1	COc1ccc(N2C(=O)CC(N3CCC(c4nc5ccccc5[nH]4)CC3)C2=O)cc1 (stereo not given)	·	·	-13	1212	1	800	i	-3
2	Cc1ccc(NC(=O)c2cccc(OCc3c(C)noc3C)c2)cc1S(=O)(=O)Nc1ccccc1Cl	0.01	1215	0.0	1005	-1	606	i	10
3	Cc1nc2nc[nH]n2c(=O)c1CC(=O)O	1	911	0.3	868	-21	593	i	8
4	CC(C)(C)c1cc(C(=O)NN)n(Cc2ccc(F)cc2)n1	-0.17	1355	3.4	1052	3	664	·	·
5	O=C(O)/C=C/C(=O)N(Cc1ccc2c(c1)OCO2)C1CC(=O)N(CCc2ccccc2)C1=O (stereo not given)	-0.2	1257	0.0	1084	13	610	i	0
6	CCOC(=O)c1csc(NC(=O)c2ccccc2)n1	-0.8	1022	·	·	·	·	i	12
7	CC(Nc1n[nH]c(=O)[nH]c1=O)C(=O)N/N=C/c1ccccc1 (stereo not given)	0.4	1374	0.6	1261	-3	709	·	·
8	CC12CN3CCN(CC(C3)/C1=N/N=C/c1cccc([N+](=O)[O-])c1)C2	0.92	1358	-0.5	1325	14	710	·	·
9	O=C(CCC(=O)OCc1ccc(Cl)cc1)Nc1ccccc1	0.58	1575	-2.1	912	4	567	i	-6
10	CCO[C@@H]1OC(C(N)=O)=C[C@H](c2ccc3c(c2)OCO3)[C@H]1CCCO	0.33	1387	-2.3	1185	-8	758	i	21
11	CC(C)(C)C(=O)OCC1OC(n2cnc(C(N)=O)n2)C(O)C1O (stereo not given)	0.48	1864	-0.4	1058	-10	660	i	-1
12	CC(=O)Nc1ccc(S(=O)(=O)NNC(=O)c2cccc(Cl)c2)cc1	0.41	1586	-5.9	1168	5	705	i	2

no.	PMI inhibitors	T cell HTS	T cell HTS vesicle-bound %	MT stabilize HCS	MT stabilize HCS Hoechst-high %	MT stabilize HCS cytotoxicity %	PMI inhibition	TNAP activation fold
1	7%	i	30	1.7	1.5	8.7	4%	1.1
2	10%	i	4	3.2	1.3	1.7	9%	1.1
3	-8%	i	50	0.9	1.6	3.1	-11%	1
4	·	i	34	·	·	·	·	·
5	-4%	i	8	4.9	1.3	13	-3%	1.1
6	-2%	i	27	6.3	3.1	3.9	5%	1.1
7	·	i	23	·	·	·	·	·
8	·	i	44	·	·	·	·	·
9	18%	i	41	0.9	1.4	9.3	18%	1.1
10	4%	i	32	1.3	1.3	7.0	4%	1
11	11%	i	4	0.9	1.7	6.2	7%	1.1
12	-30%	i	57	2.9	1.5	12	-56%	1.1

# New compounds follow:
no.	Molecule	Insulin prom up	Insulin prom up cell count	bCat nuc transl	bCat nuc transl cell count 5 µM	Lipid droplet	Lipid droplet cells 6.5 µM	Autophagy mod	Autophagy mod cell loss 18 h
13	CCOC(=O)CNc1nc(Cl)nc(NC(C)(C)C)n1	-0.03	1081	-0.6	1096	-7	686	i	-6
14	CCOC(=O)Cc1c(C)nc2c(-c3cccc(Br)c3)c[nH]n2c1=O	0.42	1300	0.3	1194	-6	710	i	0
15	C=CCNC(=O)CN(c1ccc(F)cc1)S(=O)(=O)c1ccc(OC)cc1	·	·	-0.7	1016	-3	683	i	-4
16	CCC(=O)N1CCN(c2ccc(NC(=O)c3ccc(Br)o3)cc2)CC1	-0.04	1403	-0.1	548	-5	768	i	-1
17	Cc1[nH]nc(SCC(=O)N2CCOCC2)c1[N+](=O)[O-]	-0.47	1468	-1.5	914	-5	660	i	1
18	CN(C)c1ccc(NC(=O)C2CCCN(S(=O)(=O)c3ccccc3)C2)cc1 (stereo not given)	0.23	1334	0.1	1190	-10	650	i	2
19	Cn1ncc2c(Nc3ccccc3Cl)nc(Cl)nc21	-0.16	1403	-4.5	1049	5	736	·	·
20	CCNC(=O)NC(=O)C(C)OC(=O)CNS(=O)(=O)c1c(Cl)cc(Br)cc1Cl (stereo not given)	-0.41	1233	1.6	1004	4	722	i	-1
21	O=C(CCCC(=O)OCC(Cl)=C(Cl)Cl)Nc1ccccc1	-0.02	1534	1.8	1032	15	713	i	-1
22	O=C(Cc1noc2ccccc12)Nc1ccccn1	0.6	1293	-0.5	536	3	727	i	-4
23	Cc1cc(C)n(CCN(C)C(=O)c2cc(COc3c(F)cccc3F)on2)n1	-0.04	1411	0.0	1176	8	734	i	23
24	O=C(O)C1C2CCC(O2)C1C(=O)Nc1ccc(O)cc1 (stereo not given)	0.36	1167	-0.1	939	1	702	i	2

no.	PMI inhibitors	T cell HTS	T cell HTS vesicle-bound %	MT stabilize HCS	MT stabilize HCS Hoechst-high %	MT stabilize HCS cytotoxicity %	PMI inhibition	TNAP activation fold
13	-6%	i	61	2.1	1.9	0.9	-5%	1.1
14	3%	i	30	2.3	1.2	3.6	1%	1
15	6%	i	32	3.4	1.8	7.0	12%	1
16	-6%	i	61	3.5	2.0	5.0	10%	1.1
17	29%	i	34	3.5	2.1	7.3	-4%	1
18	10%	i	43	2.9	1.2	8.0	22%	1
19	·	i	43	·	·	·	·	·
20	-13%	i	20	1.8	1.7	4.2	-11%	1.1
21	4%	i	38	6.3	1.5	3.9	-2%	1
22	2%	i	45	2.6	2.8	6.3	7%	1.1
23	2%	i	53	4.3	2.1	7.0	-6%	1.1
24	22%	i	38	4.7	1.6	4.2	54%*	1

# Among those listed so far, these have a tert-butyl group:
no.	Molecule	Insulin prom up	Insulin prom up cell count	bCat nuc transl	bCat nuc transl cell count 5 µM	Lipid droplet	Lipid droplet cells 6.5 µM	Autophagy mod	Autophagy mod cell loss 18 h
4	CC(C)(C)c1cc(C(=O)NN)n(Cc2ccc(F)cc2)n1	-0.17	1355	3.4	1052	3	664	·	·
11	CC(C)(C)C(=O)OCC1OC(n2cnc(C(N)=O)n2)C(O)C1O (stereo not given)	0.48	1864	-0.4	1058	-10	660	i	-1
13	CCOC(=O)CNc1nc(Cl)nc(NC(C)(C)C)n1	-0.03	1081	-0.6	1096	-7	686	i	-6

no.	PMI inhibitors	T cell HTS	T cell HTS vesicle-bound %	MT stabilize HCS	MT stabilize HCS Hoechst-high %	MT stabilize HCS cytotoxicity %	PMI inhibition	TNAP activation fold
4	·	i	34	·	·	·	·	·
11	11%	i	4	0.9	1.7	6.2	7%	1.1
13	-6%	i	61	2.1	1.9	0.9	-5%	1.1

# Next part
no.	Molecule	Insulin prom up	Insulin prom up cell count	bCat nuc transl	bCat nuc transl cell count 5 µM	Lipid droplet	Lipid droplet cells 6.5 µM	Autophagy mod	Autophagy mod cell loss 18 h
25	CCC(C)NC(=O)C1CCCN(S(=O)(=O)c2ccc(-n3cnnn3)cc2)C1 (stereo not given)	0.42	1159	·	·	-6	730	i	-10
26	CCn1c(Cn2nnc(-c3ccccc3)n2)nnc1SCC(=O)Nc1ccc(C(C)=O)cc1	4.9*	1370*	-0.9	1367	·	·	i	-2
27	Cc1ccc2c(c1)cc(CN(Cc1cccs1)C(=O)c1ccco1)c1nnnn12	-0.44	1094	-1.9	853	·	·	i	-3
28	O=C(CSCc1ccc(Cl)cc1)N/N=C/c1ccco1	-0.42	1319	-2.3	1101	14	760	i	6
29	C/C(=N/NC(=O)c1ccc(Br)o1)c1ccncc1	·	·	-2.5	878	11	540	i	-4
30	O=C1CCCN1c1ccc(S(=O)(=O)Oc2ccc(Cl)cc2)cc1[N+](=O)[O-]	·	·	·	·	·	·	i	9
31	CC(NC(=O)Cc1ccccc1[N+](=O)[O-])c1ccccc1 (stereo not given)	0.55	1599	-2.5	1079	-37	609	i	5
32	CN1/C(=C\C(=O)c2cccnc2)C(C)(C)c2ccccc21	-0.32	1556	1.1	1004	-17	669	i	-9
33	CCCn1nc(C(=O)Nc2nnc(CC)s2)c2ccccc2c1=O	0.93	1358	-0.9	1536	-11	767	i	7
34	Cc1ccccc1C(=O)N1CCc2c([nH]c3ccccc23)C1C(F)(F)F (stereo not given)	-0.42	1409	-2.0	1212	-11	704	·	·
35	CC(C)OCCCN1CN(S(=O)(=O)c2ccccc2)c2nc3ccccc3nc21	-0.57	1249	-1.7	1041	·	·	i	1
36	Cc1cc(C)c(NC(=O)CSc2nnc(-c3ccncc3)n2Cc2ccco2)c(C)c1	0.21	1217	·	·	10	759	i	-10
37	COc1ccc2c(c1)[nH]c1c(=O)n(CCN(C)C)cnc12	0.27	975	2.3	1105	-9	803	i	1

no.	PMI inhibitors	T cell HTS	T cell HTS vesicle-bound %	MT stabilize HCS	MT stabilize HCS Hoechst-high %	MT stabilize HCS cytotoxicity %	PMI inhibition	TNAP activation fold
25	5%	i	23	0.9	2.0	5.9	-1%	1
26	6%	i	27	1.6	1.3	11	9%	1.1
27	12%	i	41	1.6	3.4	9.9	15%	1
28	-5%	i	57	4.0	1.7	9.5	2%	1.1
29	2%	i	44	7.4	1.8	6.6	-10%	1.1
30	0%	i	12	1.8	1.3	1.4	8%	1.1
31	16%	i	44	5.6	1.6	4.1	7%	1.1
32	9%	i	58	2.3	2.7	10	-1%	1
33	-8%	i	42	8.1	1.4	8.4	-11%	1.1
34	·	i	23	·	·	·	·	·
35	-49%	i	22	5.1	3.1	11	-84%	1.1
36	12%	i	14	3.0	1.1	6.5	7%	1.1
37	4%	i	35	2.1	2.3	8.3	5%	1

# Bioassay records (PubChem)
